# D2 agonist: D2 dopamine receptor (human) agonism | activation, % at 2 µM | P14416 | actives 0.53% (n = 340,000) | HEK293 T-REx D2 cells, calcium flux agonist mode;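 active = activation over 3 SD above normal in the single-dose calcium agonist read, cut at about 30% in these data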; note: 0% is about no effect
#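 Tetracycline-induced HEK293 T-REx cells with force-coupled D2 receptor, plated overnight at 30 C, loaded with no-wash calcium dye. After a 10 s baseline, compound was pin-added and calcium flux read kinetically for 180 s; calcium rises flagged agonists.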
# Vif-A3F inh: inhibitors of Vif-A3F interaction | HeLa A3F-eYFP + Vif (tagged APOBEC3F with the HIV-1 protein that degrades it), YFP fluorescence increase | Potency, µM (highest dose often 46.1 µM), for inactives: at the highest dose activity, negative = active | actives 0.2% (n = 390,000) | AID 602313; note: potency is the fitted concentration of half-maximal effect; % of control where 0% means no effect; nearly all actives have a fitted effect of over 65% in size
#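 HeLa cells stably expressing A3F-eYFP plus Vif, plated and incubated overnight at 37 deg C, then exposed to compounds overnight at 37 deg C. Blocked degradation read as raised yellow fluorescence (Ex 488/Em 500-530).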
# LDHA inh: blocks human lactate dehydrogenase A; actives 0.15% (n = 480,000); AID 1347041; activity change, % (values are at about 110 or 230 µM); purified LDHA, NADH/diaphorase-resazurin fluorescence; active compounds read low; in the data active = activity change below about -30%; inconclusive = mostly about -25% to -30%;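 note: plate controls were DMSO wells for no effect and wells without enzyme for full effect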
#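 Resorufin fluorescence (ex540/em590), read at 0 and 20 min after diaphorase/resazurin addition, reports the NADH left after a 5 min room-temperature reaction of 2 nM human LDH5 with 0.06 mM NADH and 0.2 mM pyruvate.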
# Vif-APOBEC3G blk: inhibitors of Vif-APOBEC3G interaction; actives 0.076% (n = 410,000); Potency, µM (titrated, usually from 46.1 µM), for the others: at the highest dose activity, negative = active, hits mostly inhibitors; Q9HC16; HeLa A3G-eYFP + Vif (tagged APOBEC3G with the HIV-1 protein that degrades it), YFP fluorescence, overnight; AID 602310;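 note: potency is the fitted concentration of half-maximal effect; % is set by controls: 0 for no effect and ±100 for the full control effect; nearly all actives have a fitted effect of over 60% in size; hits raise eYFP signal because A3G escapes Vif-driven loss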
# Target sequence (Q9HC16 whole entry, looked up): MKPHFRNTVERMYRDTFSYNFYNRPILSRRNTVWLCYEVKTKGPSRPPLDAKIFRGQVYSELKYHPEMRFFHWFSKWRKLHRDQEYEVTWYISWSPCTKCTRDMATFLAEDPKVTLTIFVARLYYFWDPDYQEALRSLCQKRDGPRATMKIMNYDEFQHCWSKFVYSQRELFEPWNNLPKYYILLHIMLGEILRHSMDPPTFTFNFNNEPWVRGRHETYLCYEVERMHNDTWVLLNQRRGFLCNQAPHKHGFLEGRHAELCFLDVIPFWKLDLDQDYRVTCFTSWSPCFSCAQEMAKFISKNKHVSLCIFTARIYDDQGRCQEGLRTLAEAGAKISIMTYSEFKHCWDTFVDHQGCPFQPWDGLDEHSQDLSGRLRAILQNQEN
#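 HeLa cells stably expressing Vif and C-terminally eYFP-tagged A3G, seeded overnight at 37 deg C, then exposed to compound by pintool overnight at 37 deg C. Rise in yellow fluorescence (Ex 488/Em 500-530, Acumen) marks blocked Vif-driven A3G degradation.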
# 12-LOX inh: inhibitors of human 12S-lipoxygenase ALOX12; P18054; purified 12hLO, xylenol orange hydroperoxide absorbance; Potency, µM (top dose mostly 108 µM), inactives show at the top dose activity change, negative = inhibition, actives largely listed as inhibitors; actives 1.1% (n = 580,000); AID 1671190; note: potency is the fitted concentration of half-maximal effect; % is set by controls: 0 for no effect and ±100 for the full control effect
# Target sequence (P18054 whole entry, looked up): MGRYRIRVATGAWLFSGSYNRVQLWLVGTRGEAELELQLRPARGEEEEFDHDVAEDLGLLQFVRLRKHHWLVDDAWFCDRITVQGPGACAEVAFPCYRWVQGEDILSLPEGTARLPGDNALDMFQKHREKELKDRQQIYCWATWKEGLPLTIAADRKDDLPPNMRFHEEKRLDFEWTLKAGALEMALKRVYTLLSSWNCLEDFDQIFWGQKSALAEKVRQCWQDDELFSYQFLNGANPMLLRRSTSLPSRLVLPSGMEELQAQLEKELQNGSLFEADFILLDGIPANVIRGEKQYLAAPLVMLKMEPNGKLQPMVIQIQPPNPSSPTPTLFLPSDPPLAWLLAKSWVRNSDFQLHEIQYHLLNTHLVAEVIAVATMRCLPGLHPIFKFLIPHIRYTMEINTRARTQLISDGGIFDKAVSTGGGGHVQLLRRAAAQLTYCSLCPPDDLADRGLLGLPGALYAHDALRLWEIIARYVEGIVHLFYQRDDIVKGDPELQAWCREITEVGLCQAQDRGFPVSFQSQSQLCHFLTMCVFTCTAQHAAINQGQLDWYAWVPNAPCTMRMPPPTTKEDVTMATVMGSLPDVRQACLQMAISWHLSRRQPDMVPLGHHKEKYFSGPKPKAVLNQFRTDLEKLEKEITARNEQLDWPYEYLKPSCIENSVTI
#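 Purified human 12hLO (150 nM final) in 25 mM Hepes, 0.01% Triton X-100, pH 7.0 was preincubated 15 min at room temperature with compound. Then 40 uM arachidonic acid was added, 30 min. Hydroperoxide was read by Fe-XO absorbance ratio 573/405 nm.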
# RGS4 inhibitor: inhibitors of human regulator of G protein signaling 4. Transcreener GDP fluorescence polarization, RGS4-accelerated GTP hydrolysis. Potency, µM (doses to about 114 µM), for inactives: at the top dose activity change, negative = inhibition, hits mostly inhibitors. actives 0.039% (n = 390,000). AID 504845; note: potency is the fitted concentration of half-maximal effect; % is set by controls: 0 for no effect and ±100 for the full control effect; nearly all actives have a fitted effect of over 75% in size; some results filed as inactive show a strong effect at the top dose
#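 MLSMR compounds (23 nl, pin-transferred) preincubated 10 min at room temperature with a 500nM (2x) first reagent, then RGS4 at 900nM (2x) plus Transcreener GDP mix added; fluorescence polarization (620/688 nm) read before and after 90 min at 30 °C.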
# Glioma ERSR ind: ER stress response induction in glioma. U87-MG GRP78 promoter luciferase reporter, 16 h. Potency, µM, without a hit: top-dose activation, most hits filed as activators. actives 0.02% (n = 420,000). AID 602332; note: potency is the fitted concentration of half-maximal effect; series mostly up to about 76 µM; % of control where 0% means no effect; nearly all actives have a fitted effect of over 35% in size
#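 Stably transfected U87-MG glioma cells carrying a GRP78-based luciferase sensor; 16 h compound incubation. Luminescence end-point read 10 min after Bright-Glo addition at room temperature.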
# ERG Ets-DNA blk: ERG Ets/DNA interaction inhibition. fluorescence polarization, His-ERG Ets domain / labelled DNA. Potency, µM (titrated, usually from 76.9 µM), without a hit: at the highest dose FP activity, negative = inhibition, usual class: inhibitors. actives 0.028% (n = 370,000). AID 624246; active = well fitted inhibition curve with a large enough effect in the polarisation, with a control signal flat; inconclusive = small, poorly fitted or top-dose-only effect, or effect the other way, or a change in a side signal; inactive = no such curve, though single readings can be large or run the other way; the % refers to the polarisation;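 note: polarization taken with two DNA probes labelled with fluorescein and Texas red; potency is the fitted concentration of half-maximal effect; % of control where 0% means no effect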
#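 His-tagged ERG Ets domain (1 uM in the protein solution; 300mM KCl, 50mM Tris-HCl, 1mM EDTA, 1mM DTT, pH 7.5) received compound, then a probe mix of 5 nM fluorescein-DNA and 100nM Texas-615-DNA. Fluorescence polarization was read for both dyes.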
# D2 antag: D2 dopamine receptor (human) antagonism. P14416. HEK293 TREx D2 cells, calcium flux, dopamine EC80. inhibition, % at 10 µM. actives 2% (n = 340,000). AID 485344; in the data active = inhibition above about 30%; note: 0% is about no effect
#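 Overnight-induced (tetracycline, 30 C) HEK293 T-REx cells carrying force-coupled D2 receive a no-wash calcium dye, then compound, then EC80 dopamine at 180 s; signals are read kinetically throughout.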
# The depositor's hits bear a star; u = inconclusive; x = not tested or not shown; & = joins results of further samples; [ ] = another dose, or the depositor's remark. Unless noted, calls come from the whole dose curve; as a rule, active = well fitted curve in the direction sought with a large enough effect; inconclusive = small, poorly fitted or top-dose-only effect, or another doubt; inactive = no such curve, though single readings can be large; an effect the other way counts as inactive or inconclusive.
structure	Vif-APOBEC3G blk	LDHA inh	Glioma ERSR ind	D2 antag	D2 agonist	RGS4 inhibitor	Vif-A3F inh	12-LOX inh	ERG Ets-DNA blk
CCOc1ccc(/C=C/c2nc(C#N)c(NC(C)CC)o2)cc1 (stereo not drawn)	-17%	-1	-5%	x	-1.1	-5%	-7%	0%	9%
Cc1cc(Cl)c(S(=O)(=O)N2CCN(c3ccc(F)cc3)CC2)cc1OCC(=O)NC1CCCCC1	5%	-14	-3%	-10	16	46%	-3%	0%	-11%
COc1cc2nc(C3CCC3)n(NC(=O)C3CCC(OC)CC3)c(=O)c2cc1OC (stereo not drawn)	1%	-2	-4%	3	0.4	4%	7%	1%	-2%
Cc1ccccc1NC(=O)Cc1nc(COC(=O)Cc2cccc(C(F)(F)F)c2)cs1	1%	2	-5%	x	x	x	-1%	-18%	x
COc1ccc(Cl)cc1N(CC(=O)Nc1ccc2c(c1)OCO2)S(C)(=O)=O	0%	0	-2%	-18	1.3	-23%	5%	u	3%
Cc1ccc(-c2noc(CN(C(=O)COc3cc(C)cc(C)c3C)C(C)C)n2)cc1	4%	3	-2%	x	0.1	-1%	2%	-11%	-18%
COc1ccc(CC(=O)NC2CC(=O)N(c3ccc4c(c3)OCCO4)C2)cc1 (stereo not drawn)	-1%	-2	16%	x	0.3	11%	-13%	-15%	0%
Cc1ccc(S(=O)(=O)N2CCN(CC(=O)NC3CCCc4ccccc43)CC2)cc1C (stereo not drawn)	2%&1%	-4&-4	-1%&-3%	9	0.1	-1%&-11%	-10%&-1%	-1%&-24%	-10%&6%
COc1cc(CNC(C)(C)C)cc(Br)c1OCc1cccs1	3%	-4	-6%	24	3.7	12%	-12%	-15%	-1%
CCc1ccccc1NS(=O)(=O)c1ccc(OC)c2ncccc12	0%&-2%	1&5	-1%&-3%	22	1.3&0.7	-5%&6%	-9%&1%	-22%&-10%	13%&2%
O=c1c([N+](=O)[O-])c(N2CCOCC2)c2ccccc2n1-c1ccccc1	-7%	-1	-1%	8	0.2	-7%	28%	0%	15%
Cc1ccc(NC(=O)CN2Cc3ccccc3C2=O)c(C)c1	1%	-3	-2%	x	0.5	-6%	7%	6%	0%
CC[N+](CC)(CC)CC(=O)Nc1ccc(SC(F)F)cc1	5%	-13	-3%	19	-0.3	-13%	3%	u	-5%
CC(C)c1ccc2oc(=O)cc(CN3CCN(c4ccccc4)CC3)c2c1	1%	4&-8	-4%	-5	-0.6	5%	4%	-6%&47%	5%
Cc1ccc(C)c(OCCC(=O)NCCc2ccc(S(N)(=O)=O)cc2)c1	7%	-8	2%	2	-0.3	-2%	5%	3%	-5%
COc1ccc(NC(=O)CC(c2ccccc2)c2ccco2)cc1 (stereo not drawn)	-15%	-6	-5%	10	-2.9	-25%	-31%	6%	-4%
COC(=O)CSc1nc(Cc2ccccc2)nc2ccccc12	-2%	0	-5%	8	-0.6	-15%[56.9 µM]	-7%	6%	4%
CC(=O)N1CCN(Cc2cc(=O)oc3cc(C)cc(C)c23)CC1	2%	-7	-2%	x	x	x	x	-1%	x
c1ccc(CCn2nnnc2C(c2cccs2)N2CCN(Cc3ccc4c(c3)OCO4)CC2)cc1 (stereo not drawn)	2%	-12	-1%	21	0.5	-34%	3%	0%	8%
CCCCOC(=O)CSc1nc2c(c(=O)[nH]c(=O)n2C)n1C/C=C(\C)Cl	-8%	-1	-8%	-35	0.4	-25%	-16%	u	2%
Cc1onc(-c2ccccc2Cl)c1C(=O)N1CC(C)CC(C)C1 (stereo not drawn)	1%	-4	-7%	10	0.0	11%	8%	-4%	1%
O=C(O)CC1=C(O)C(=O)N(c2ccccc2)C1c1ccc(Br)cc1 (stereo not drawn)	-2%	-3	-2%	3	0.5	-16%	u	u	1%
Cc1ccccc1OCC(=O)Nc1ccc(N2CCOCC2)cc1N1CCOCC1	1%	4	0%	11	0.0	-18%	-4%	239%[activator]	8%
CCOc1cccc(N2C(=O)CC(NNC(=O)c3ccc(Br)o3)C2=O)c1 (stereo not drawn)	0%	0	0%	38*	-0.6	-15%	-13%	0%	3%
COc1ccc(C)cc1S(=O)(=O)N1CCC2(CC1)OCCN2S(=O)(=O)c1ccccc1	2%	0	-4%	-2	-0.1	-22%	0%	0%	8%
CCOc1ccc(N/C(SC)=C(/C#N)C(N)=O)cc1	-6%	1	6%	-6	0.7	7%	-8%	u	-1%
COc1ccc(CN2CCn3nc(C(=O)NC4CC4)cc3C2=O)cc1	4%	0	-3%	-2	0.2	6%	-15%	-4%	14%
CCNS(=O)(=O)c1ccc(Br)c(C(=O)OC(C)C(=O)NCC2CCCCC2)c1 (stereo not drawn)	0%	1	2%	13	-0.1	-3%	5%	39%[activator]	3%
CCOc1ccc(C(CC(=O)O)NC(=O)COc2ccccc2)cc1OC (stereo not drawn)	1%	-5	-4%	5	0.5	20%	10%	-13%	4%
O=C(Nc1ccc2c(c1)CCCN2C(=O)c1cccs1)c1c(F)cccc1Cl	-24%	-1	-9%	4	0.3	-6%	-9%	0%	6%
CC(C)CCOc1ccc(C(=O)Nc2cc(S(=O)(=O)N3CCOCC3)ccc2N2CCOCC2)cc1	0%	-11	-2%	x	x	x	0%	u	x
CC(C)c1ccc2oc(=O)cc(CN3CCN(c4ccc(F)cc4)CC3)c2c1	0%	-5&8	-5%	0	0.3	-50%	-2%	29%&14%	-7%
CCOc1ccc(C(=O)CCC(=O)NNC(=O)c2ccncc2)cc1	-2%	-3	-2%	0	-0.4	-18%	4%	-1%	9%
CCOc1ccc(CNC(=O)CCn2c(=O)c3cccn3c3ccc(F)cc32)cc1	-2%	-25	-4%	x	0.8	8%	-5%	-18%	0%
O=C(c1ccc(C(F)(F)F)cc1)C1CCCN(Cc2cccn2-c2ncccn2)C1 (stereo not drawn)	0%	-15	-3%	-37	1.0	-5%	-10%	-2%	1%
O=C(CCSCCc1ccccn1)Nc1c(F)c(F)c(F)c(F)c1F	0%	-5	-4%	5	0.4	21%	-22%	12%	-1%
CC(C)CCNC(=O)C(c1ccc(O)cc1)N(Cc1ccco1)C(=O)CCC(=O)Nc1nccs1 (stereo not drawn)	-1%	-5	-3%	6	0.4	-5%	-1%	9%	-12%
CC/C=C1/N=C2C(=O)N(C)C(=O)N=C2N(C)N1	-4%	10	-9%	x	x	-14%	x	x	x
O=C(CN1CCCCC1)Nc1cccc(Cl)c1	0%	-3	0%	23	0.4	-1%	1%	0%	13%
Cc1c(C(=O)N(C)CCc2cnn(C)c2)oc2c(F)cccc12	-1%	0	1%	-1	-0.4	-1%[56.9 µM]	2%	-21%	-6%
CCCc1cc(=O)oc2cc(OCC(=O)NCCN3CCOCC3)c(Cl)cc12	-1%	1	-5%	x	x	x	0%	-7%	x
Cc1cc(C(=O)OCC(=O)NCc2ccccc2Cl)c(C)o1	0%	-3	-1%	5	2.2	-43%	-1%	0%	10%
Cc1ccccc1NC(=S)NC(=O)c1cncc(Br)c1	-1%	-6	-4%	15	-0.9	-12%	-3%	u	-6%
N#Cc1ccc(Oc2nc(Nc3ccc(F)cc3)nc(N3CCCC3)n2)cc1	3%	3	-4%	-4	0.8	11%	-7%	-20%	12%
Cc1cccc(N=C/C(C(=O)C(F)(F)F)=C(\O)c2ccco2)c1	-19%	-7	-5%	-17	-1.4	8%	-6%	-3%	3%

# Ordered by length of the SMILES (highest first): three of the compounds above.
structure	Vif-APOBEC3G blk	LDHA inh	Glioma ERSR ind	D2 antag	D2 agonist	RGS4 inhibitor	Vif-A3F inh	12-LOX inh	ERG Ets-DNA blk
CC(C)CCNC(=O)C(c1ccc(O)cc1)N(Cc1ccco1)C(=O)CCC(=O)Nc1nccs1 (stereo not drawn)	-1%	-5	-3%	6	0.4	-5%	-1%	9%	-12%
N#Cc1ccc(Oc2nc(Nc3ccc(F)cc3)nc(N3CCCC3)n2)cc1	3%	3	-4%	-4	0.8	11%	-7%	-20%	12%
O=C(CN1CCCCC1)Nc1cccc(Cl)c1	0%	-3	0%	23	0.4	-1%	1%	0%	13%

# (list continues)
structure	Vif-APOBEC3G blk	LDHA inh	Glioma ERSR ind	D2 antag	D2 agonist	RGS4 inhibitor	Vif-A3F inh	12-LOX inh	ERG Ets-DNA blk
COc1cc(-c2nnc(SCCOc3ccc(Cl)cc3)o2)cc(OC)c1OC	0%	0	-1%	x	-0.5	6%	0%	u	4%
CCn1c(SCC(=O)Nc2ccc3c(c2)c2ccccc2n3CC)nnc1-c1ccco1	-1%	-4	-4%	45*	0.4	u	-3%	11µM*	x
CCCn1c(SCC#N)nc2c(c1=O)C1(CCCC1)Cc1ccccc1-2	-1%	-7	-3%	5	0.0	-9%	2%	-22%	0%
Cc1ccc2c(cnn2C(=O)CCC(=O)NCc2ccccc2Cl)c1	5%	-13	-4%	8	-0.3	10%	0%	36%[activator]	0%
COc1ccccc1CN1CC(C(=O)NCCc2ccc(C)o2)CCC1=O (stereo not drawn)	3%	0	0%	14	-0.6	-32%	10%	8%	9%
OCCN1CCN(CC(O)COCc2ccc3c(c2)OCO3)CC1 (stereo not drawn)	2%	-6	-4%	-7	0.2	-10%	1%	u	1%
CCOC(=O)c1c(C)[nH]c(C(=O)Cn2nnc(-c3ccc(Cl)cc3)n2)c1C	0%	5&0	-1%	5	1.1	5%	-9%	-19%&9%	x
COc1ccc(NC(=O)C(C)N2c3cccc4cccc(c34)S2(=O)=O)c(OC)c1 (stereo not drawn)	-2%	7	-4%	-12	0.3	10%	4%	-16%	-11%

# Only part of the results is shown; count on the stated rates, not on these rows.
